# High-throughput results (PubChem)
# NS3 helicase inh = inhibitors of Hepatitis C virus NS3 helicase. 290,000 tested, 0.56% active. AID 1800. NS3 helicase DNA unwinding, Cy5 molecular beacon fluorescence. inhibition, % at 10.9 µM;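 active = inhibition above the mean of all tested compounds plus 3 SD, set per campaign, cut at about 35% in these data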;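 note: 0% = DMSO wells and 100% = thioflavine S control wells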
#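 test system = hepatitis C virus NS3 helicase domain fragment enzyme | reagent = annealed dual-labelled DNA beacon duplex, ATP-started | times = 1 h at 25 °C | detection = Cy5 fluorescence, 0 and 60 min reads | read-out basis = percent inhibition from t60/t0 fluorescence ratio | control set = DMSO and thioflavine S | replication = one well per compound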
# UBC9 SUMO inh = blocks human SUMOylation mediated by UBC9. P63279. inhibition, % at 35 µM. AID 2006. 290,000 tested, 0.36% active. HTRF SUMOylation assay, SAE1/SAE2 + UBC9, in vitro; in the data active = inhibition above about 50%, passing the limit was not always enough; note: strong numbers were not always called active
# Target sequence (P63279 whole entry, looked up): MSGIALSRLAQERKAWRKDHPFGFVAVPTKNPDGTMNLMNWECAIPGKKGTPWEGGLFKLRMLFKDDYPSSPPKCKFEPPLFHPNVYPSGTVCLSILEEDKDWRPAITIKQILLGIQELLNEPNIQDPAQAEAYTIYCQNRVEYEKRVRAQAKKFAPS
# IDE cell activ = IDE (human) activation, cell-based. P14735. HEK cells, FAbeta-B cleavage, fluorescence polarization; 0% vehicle, 100% cell-free pure enzyme wells. activation, % at 5.96 µM. 340,000 tested, 0.073% active. AID 493087;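 active = activation above the mean of all tested compounds plus 3 SD, set per screening campaign, cut at about 17% in these data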
# IDE cell inh = inhibits human insulin-degrading enzyme in HEK cells; FAbetaB cleavage, fluorescence polarization; P14735; inhibition, % at 5.59 µM; AID 434962; 320,000 tested, 0.41% active;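 active = percent inhibition above the average of all tested compounds plus 3 SD, set per screening campaign, cut at about 16% in these data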;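 note: IDE supplied by intact live HEK cells; FP after avidin binding of uncleaved biotin substrate so inhibition keeps polarization high; 0% = DMSO wells and 100% = 60 µM reference IDE inhibitor Ii1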
# VIM-2 inh = blocks Pseudomonas aeruginosa VIM-2 metallo-beta-lactamase. purified VIM-2, nitrocefin hydrolysis, epi-absorbance fluorescence. inhibition, % at 5.6 µM. 290,000 tested, 0.89% active. AID 1527;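 active = inhibition above the mean of all tested compounds plus 3 SD, cutoff set per screening run, cut at about 7.5% in these data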;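 note: red hydrolysis product quenches plate fluorescence so inhibitors raise well fluorescence; 0% = enzyme with DMSO and 100% = DMSO without enzyme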
# FID counter = counter-screen for HCV NS3 helicase inhibitors: DNA intercalator displacement | inhibition, % at 7.9 µM | 290,000 tested, 0.17% active | AID 1845 | DNA fluorescent intercalator displacement, fluorescence; in the data active = inhibition above about 37%;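 note: 0% = vehicle and 100% = reference compound; higher means more ethidium bromide displaced from hairpin DNA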
# IMP-1 inhibitor = inhibitors of Pseudomonas aeruginosa IMP-1 metallo-beta-lactamase; purified IMP-1, nitrocefin hydrolysis, epi-absorbance fluorescence; inhibition, % at 5.6 µM; 290,000 tested, 0.45% active;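 active = inhibition above the mean plus 3 SD of all compounds in the same screening run, cut at about 4.5% in these data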;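 note: 0% = IMP-1 with DMSO and 100% = DMSO wells lacking enzyme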
#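 assay system = purified recombinant IMP-1 metallo-beta-lactamase enzyme | schedule = 15 min preincubation plus 25 min reaction at 25 °C | signal = Epi-absorbance fluorescence, 480 nm excitation, 530 nm emission | read-out basis = percent inhibition from optical density relative to buffer-blank wells | controls = IMP-1 with DMSO as 0%, enzyme-free DMSO as 100%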
# PfM18AAP inh = PfM18AAP enzyme inhibition; recombinant PfM18AAP, H-Glu-NHMec fluorogenic cleavage; inhibition, % at 7.35 µM; 290,000 tested, 1.2% active;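 active = inhibition above the campaign mean inhibition over all tested compounds plus 3 SD, cut at about 28% in these data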;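 note: 0% = plate median of test compound wells and 100% = 2 mM ZnCl2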
# p-CIP stab down = p/CIP protein destabilization | Q05BA5 | AID 1984 | F442A p/CIP-EGFP cells, EGFP fluorescence, 16 h | 290,000 tested, 0.01% active | decrease of EGFP signal, % at 10 µM;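 active = EGFP signal decrease of at least 30% at 10 µM or well 3 SD below plate mean, unless failing retest; inactive = the rest, including hits failing retest or dose response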; note: some compounds called inactive have numbers as strong as hits; many of its hits are not listed in these tables
# * = called active by the depositor; x = no result given.
SMILES,NS3 helicase inh,UBC9 SUMO inh,IDE cell activ,IDE cell inh,VIM-2 inh,FID counter,IMP-1 inhibitor,PfM18AAP inh,p-CIP stab down
O=C1c2ccccc2C(=O)N1CCc1nc2ccccc2c(=O)n1-c1ccccn1,-13,0,6,3,0.1,-16,-4.1,2,-1
CCC(=O)c1cn(CC(=O)Nc2c(C)cccc2C)c2ccccc12,3,-2,3,6,-1.2,-18,-3.2,-3,-6
CC(C)c1ccc(NC2CCCN(C(=O)c3ccc(N4CCOCC4)cc3)C2)cc1 (stereo not given),-12,2,9,-8,-1.5,-55,-1.4,-3,-15
O=c1c2ccccc2nc2ccc(NCc3ccco3)nn12,2,28,2,-1,0.9,-1,1.3,25,-14
CC(Sc1nnnn1C1CCCCC1)C(=O)O (stereo not given),6,13,3,0,-2.1,-4,-2.4,-8,-13
CCCCCN1CC(O)=C(c2nc3ccccc3[nH]2)C1=N,-6,2,2,2,-6.4,2,-5.5,0,6
O=C(NNC(=O)c1ccc(S(=O)(=O)N2CCOCC2)cc1)c1ccccc1,-6,-2,-2,3,-0.3,-5,-3.9,-3,8
COc1ccc2c(c1)C(=O)N(Cc1ccccc1)C(=O)C2(C)C,3,5,2,-1,-0.2,-25,-1.3,0,-12
CC(=O)Nc1ccc(C(=O)OCC(=O)/C(C#N)=C(\C)N)cc1,9,-1,8,3,-2.7,-2,-0.4,-2,-2
COc1cc(C(=O)OC2CCOC2=O)c([N+](=O)[O-])cc1OC (stereo not given),5,-4,-3,3,0.1,0,-4.8,2,-1
Cc1ccccc1C(=O)Nc1ccnc(-c2ccncc2)n1,9,11,-3,7,-2.4,-1,-1.9,1,-9
CSc1nc(-c2ccc(Cl)cc2Cl)[nH]c(=O)c1C#N,27,4,-3,1,-5.4,-35,-1.6,3,-12
CC(C)(C)Cc1cc(N)on1,-1,-12,-3,0,-0.6,-3,-0.8,-2,-10
O=C(CCc1ccccc1)NNC(=O)CCc1ccccc1,0,16,0,2,-1.9,-6,-3.1,-8,2
Cc1cc(NC(=O)CSc2nc3ccccc3n2CC(=O)N2CCC(C)CC2)no1,-5,-4,2,3,0.6,-6,-4.7,-15,-99
Cc1ccc[n+](CC(=O)c2ccc(-c3ccccc3)cc2)c1,2,19,1,22*,-2.7,-5,-3.4,-4,-4
Cc1cc(C(=O)N(C)CC(=O)Nc2ccc(F)c(F)c2F)no1,10,-11,6,-3,0.5,-4,-2.1,4,5
Cn1c(-n2c(-c3ccco3)nc3ccccc3c2=O)nc2ccccc21,-7,-12,-1,6,1.2,-6,-1.3,3,2
CSc1nnc(COc2ccc(C)cc2)n1N,-4,10,1,0,-2.6,-1,-2.7,2,9
NC(=O)C1CCN(C(=O)COCc2cc(-c3ccc4c(c3)OCO4)on2)CC1,0,23,6,-2,-1.3,-3,-0.4,0,-10
O=[N+]([O-])c1ccc(N2CCOCC2)nc1,4,12,2,-1,-1.8,4,-1.1,2,-7
CCN(CC)S(=O)(=O)c1ccc(NC(=O)c2cc(C(=O)OC)cc([N+](=O)[O-])c2)cc1,1,9,3,6,-2.8,4,-0.3,-11,-15
CCCCn1nnnc1SCC(=O)NCc1ccco1,4,6,2,4,-1.1,-9,-2.8,5,-12
CCOC(=O)C1=C(C)N=C2SCCC(=O)N2C1c1sccc1C (stereo not given),-7,-5,-7,-11,-2.3,-18,-2.5,0,-1
Cc1ccc(NC(=O)c2cc(C)nc3ccccc23)c(Br)c1,-2,12,-1,0,0.2,-26,-2.5,-16,0
NC(=O)NC1CCCc2c1[nH]c1ccc(Cl)cc21 (stereo not given),-11,3,-1,3,1.5,4,-2.0,4,-4
CCOC(=O)C1(Cc2cccc(OC)c2)CCCN(C(=O)c2cc(C)on2)C1 (stereo not given),2,14,1,2,-3.0,-39,-1.9,4,-2
OCC(CO)(CO)n1cnnn1,-3,13,3,2,0.5,1,-0.6,0,-11
O=C(C[n+]1ccc(C(=O)NCc2ccccc2)cc1)c1ccc2c(c1)OCCO2,0,7,3,8,-2.2,-1,-2.7,-7,7
Cc1cccc(-c2cc3nc4c(c(NCc5ccco5)n3n2)CCCC4)c1,-5,37,-1,7,-2.1,-5,-1.8,1,-2
Cc1cccn2c(CN3CCNC(=O)CC3)c(C(=O)N(C)CCc3ccccc3)nc12,9,0,4,5,0.9,-12,-1.4,-12,-10
Cc1ccc(-c2nnc(CSc3nnc(COc4ccccc4)n3-c3ccc(C)cc3)o2)cc1,-18,35,3,-3,-4.6,-36,-1.5,-5,2
CCCCN(C)C/C(O)=C(\C#N)c1nc(-c2ccccc2)cs1,0,-12,7,2,-4.4,-7,-0.5,1,1
CC(=O)c1cccc(NC(=O)CSC(=O)c2ccccc2)c1,-16,-14,3,0,-2.6,-7,-1.8,3,-2
COc1cccc(CNC(=O)CCC(=O)n2ncc3cc(C)ccc32)c1OC,3,4,-1,3,0.6,-17,-2.0,-9,4
Cc1nc(N2CCCCC2)c(C#N)c(C)c1[N+](=O)[O-],2,8,2,0,-0.8,1,-1.8,-3,-17
CCN1CCN(CC(=O)Nc2ccc(Cl)c(Cl)c2)C(=O)C1=O,4,4,2,0,-3.6,-1,-4.8,4,-5
O=C(CSc1ccc(Br)cc1)N1CCN(S(=O)(=O)c2ccccc2)CC1,7,-15,4,4,1.6,-41,2.6,10,12
Cc1cc(C)cc(NC(=O)c2ccc(NC3=NC4CS(=O)(=O)CC4S3)cc2)c1 (stereo not given),-2,10,4,5,-0.6,-16,-2.0,-3,6
COc1cccc(N2CCN(S(=O)(=O)c3cc4c(cc3C)N(C)CCO4)CC2)c1,-3,-6,13,-2,-3.0,-41,-3.0,5,-2
O=C(c1cc2ccccc2oc1=O)N1CCN(S(=O)(=O)c2ccccc2)CC1,-8,-8,2,-1,-2.4,-16,-3.8,1,-2
COc1ccc2c(CC(=O)N[C@@H](Cc3ccccc3)C(=O)O)cc(=O)oc2c1,-5,2,0,-1,-5.3,-11,-3.5,2,-1
N#C/C(=C/c1ccc(Br)o1)C(N)=O,3,11,-1,-6,-1.7,2,-5.0,3,-1
COc1ccc(C(=O)N2CCOC2CNC(=O)C(=O)NCCc2ccccc2OC)cc1 (stereo not given),4,4,4,1,-0.8,-32,-2.5,-2,-11
CCCCNc1nc2ccccc2n1CC(=O)Nc1c(C)cccc1CC,-8,3,-1,4,-5.3,7,-1.6,2,5
Cc1cc(NC(=O)CSc2nc(N)c(NC(=O)c3ccc(F)c(F)c3)c(=O)[nH]2)no1,-9,0,3,-4,-0.6,-2,-0.2,-10,-3
Cc1ccc(NCCC#N)cc1C,1,-2,-1,-1,-3.6,1,-2.8,5,1
CN(c1ccccc1)S(=O)(=O)c1cccc(NC(=O)c2ccc3ncsc3c2)c1,-21,10,3,1,-0.5,-15,-2.2,1,-15
Cc1[nH]c2ccccc2c1C(=O)CSc1nc2ccccc2c(=O)n1-c1ccccc1F,-13,-33,x,1,0.8,0,-1.3,-8,-10
C=CCc1cc(/C=N\NC(=O)CSc2nnc(CCCc3ccc(OC)c(C)c3)o2)cc(OC)c1O,2,-2,3,0,-3.6,-6,-0.3,4,7
Cn1cc(Cl)c(-c2n[nH]c(=S)n2-c2ccc(F)cc2)n1,6,6,-3,2,11*,-5,-1.1,26,-10
O=C(CCl)N(c1ccc(Cl)cc1)c1c[nH]c2ccccc12,-15,-5,8,1,-3.3,-1,-2.4,9,10
COc1cc(OC)cc(C(=O)NCC(=O)OCC(=O)c2ccc3c(c2)-c2ccccc2C3)c1,8,-31,-6,14,-0.6,-13,-1.6,-27,6
CCOc1ccc(N(CC(=O)NCC2CCCO2)S(=O)(=O)c2ccc(OC)c(OC)c2)cc1 (stereo not given),13,10,-1,2,-0.8,-29,-2.3,4,-9
FC(F)(F)c1cnc(Sc2nnc(-c3cccs3)n2CC2CCCO2)c(Cl)c1 (stereo not given),4,3,3,2,-3.5,-22,-1.9,4,-23
COc1ccc(N2CCN(c3nc(NCCO)nc(N4CCOCC4)n3)CC2)cc1,-5,11,2,14,-0.1,-30,1.2,5,-9
Cc1ccc(C(=O)NN=C2CCCCCC2)s1,-6,12,5,-2,-3.2,-10,-2.4,-12,-4
CCOC(=O)C1=NN(C(C)=O)C2C(=O)N(CC)C(=O)C12 (stereo not given),-8,0,x,4,-1.7,-4,-3.5,3,-1
CCOc1ccc(Nc2nc(Cc3nnc(SCC(=O)N(CC)CC)n3C)cs2)cc1,-2,-16,-4,2,-3.2,-20,-1.6,-4,7
O=C(N/N=C/c1sc(=O)[nH]c1-[n+]1ccccc1)c1ccccc1[O-],7,22,6,1,0.2,5,1.2,11,-10

# Some of these compounds in order of count of non-hydrogen atoms, low to high:
SMILES,NS3 helicase inh,UBC9 SUMO inh,IDE cell activ,IDE cell inh,VIM-2 inh,FID counter,IMP-1 inhibitor,PfM18AAP inh,p-CIP stab down
CCOC(=O)C1=NN(C(C)=O)C2C(=O)N(CC)C(=O)C12 (stereo not given),-8,0,x,4,-1.7,-4,-3.5,3,-1
O=C(CCl)N(c1ccc(Cl)cc1)c1c[nH]c2ccccc12,-15,-5,8,1,-3.3,-1,-2.4,9,10
CCOc1ccc(Nc2nc(Cc3nnc(SCC(=O)N(CC)CC)n3C)cs2)cc1,-2,-16,-4,2,-3.2,-20,-1.6,-4,7
Cc1[nH]c2ccccc2c1C(=O)CSc1nc2ccccc2c(=O)n1-c1ccccc1F,-13,-33,x,1,0.8,0,-1.3,-8,-10
COc1cc(OC)cc(C(=O)NCC(=O)OCC(=O)c2ccc3c(c2)-c2ccccc2C3)c1,8,-31,-6,14,-0.6,-13,-1.6,-27,6

# (continued)
SMILES,NS3 helicase inh,UBC9 SUMO inh,IDE cell activ,IDE cell inh,VIM-2 inh,FID counter,IMP-1 inhibitor,PfM18AAP inh,p-CIP stab down
O=C(NCCN1CCN(Cc2ccccc2Cl)CC1)Nc1ccccc1,-1,9,-5,0,-2.4,10,3.0,-8,-16
Cc1nc2ccccc2c(=O)n1CC(=O)N1CCOCC1,32,4,0,-4,-1.6,2,1.4,5,-14
COc1ccc(-n2nnc3c(SCC(=O)NCc4ccco4)ncnc32)cc1,-5,29,-8,3,0.2,-9,-2.0,-13,-9
COc1ccc2cc(C(=O)N3CCN(C)CC3)[nH]c2c1,-3,1,3,x,-2.4,-2,-2.6,-1,-6
CCCN(CCC)S(=O)(=O)c1ccc(Cl)c([N+](=O)[O-])c1,1,16,9,6,1.4,1,1.2,-21,-3
CC1CCCCN1C(=O)c1cc2c(=O)n3ccccc3nc2s1 (stereo not given),2,25,1,2,1.1,-22,-1.0,3,-8
Cc1cccn2c(=O)c3cc(C#N)c(=N)n(CCN4CCOCC4)c3nc12,1,15,5,x,-0.6,1,-5.3,0,5
Cc1cc(C)n(CCNS(=O)(=O)c2ccc(C)c(C)c2)n1,-4,6,8,-4,-1.7,-22,-4.4,4,-2
O/N=C1/CCCCc2sccc21,-3,-14,2,7,-0.3,-1,-0.9,-15,6
Cc1ccc(S(=O)(=O)/C(C#N)=C/c2c(N3CCN(C)CC3)nc3ccccn3c2=O)cc1,8,13,6,7,-0.7,6,-3.6,-1,-4
CCOC(=O)c1sc(NC(=O)CN(CC)CC)c(C(=O)OCC)c1C,9,-5,1,1,-1.1,-5,-2.1,4,4
